Assay outcomes (PubChem)
PKM2 act – qHTS Assay for Activators of Human Muscle isoform 2 Pyruvate Kinase; 260,000 tested, 0.34% active; Pyruvate kinase PKM (Homo sapiens), P14618; purified PKM2, Kinase-Glo ATP luminescence, activation; response scale: 0% is enzyme alone, no compound; Potency, µM (series often up to 57.5 µM), inactives show at the highest dose activation, hits mostly activators; also: potency is read from the fitted curve at half-maximal effect; % is scaled to controls: 0 for no effect and ±100 for the full control effect; nearly all actives have a fitted effect of over 55% in size
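Purified hPK-M2 (>95% pure) converted ADP (0.1 mM final) to ATP with 0.5 mM PEP in 50 mM imidazole pH7.2, KCl, MgCl2, Tween 20, BSA; 1 h at room temperature. ATP detected by Kinase-Glo luminescence.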
Tb PFK block – qHTS Assay to Find Inhibitors of T. brucei phosphofructokinase. ATP-dependent 6-phosphofructokinase (Trypanosoma brucei brucei), O15648. T. brucei PFK, ADP-Glo luminescence. Potency, µM (doses to about 57.5 µM), for the others: at the highest dose activity, negative = inhibition, hits mostly inhibitors. 330,000 tested, 0.17% active. AID 485367, 2010;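 also: potency is read from the fitted curve at half-maximal effect; 0% = uninhibited 1x PFK enzyme wells and -100% = no-enzyme wells; nearly all actives have a fitted effect of over 60% in size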
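Compounds were pin-transferred as a titration series up to 57 uM into substrate buffer (0.5 mM F6P, 0.1 mM ATP, pH 8.0), then 1.25 nM PFK was added and reactions ran 45 min before ADP-Glo detection.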
Menin-MLL TR inh – qHTS Assay for Inhibitors Targeting the Menin-MLL Interaction in MLL Related Leukemias: Competition With Texas Red Labeled MLL-derived Mutant Peptide; Menin + Texas Red MLL mutant peptide, fluorescence polarization; 270,000 tested, 0.23% active; O00255; Potency, µM (series often up to 61.6 µM), for inactives: top-dose FP activity change, negative = inhibition, usual class: inhibitors; active = well fitted inhibition curve with a large enough effect in the polarisation, with a control signal flat, not every such curve was filed as active; inconclusive = small, poorly fitted or top-dose-only effect, or effect the other way, or a change in a side signal; inactive = no such curve, though single readings can be large or run the other way; the % refers to the polarisation; also: potency is read from the fitted curve at half-maximal effect; % of control where 0% means no effect; many of its hits are not listed in these tables
Chronic BCR inh – qHTS Assay to Find Inhibitors of Chronic Active B-Cell Receptor Signaling | ABC-DLBCL IkBa-CBG/CBR reporter, luminescence ratio, 4 h | Potency, µM (series often up to 46.1 µM), inactives show at the highest dose ratio change, negative = lower green/red ratio, most hits filed as inhibitors | 340,000 tested, 0.05% active | AID 493014, 2011; active = well fitted inhibition curve with a large enough effect in the signal ratio, with a control signal flat, not every such curve was filed as active; inconclusive = small, poorly fitted or top-dose-only effect, or effect the other way, or a change in a side signal; the % refers to the signal ratio;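 also: potency is read from the fitted curve at half-maximal effect; plate controls were basal doxycycline-induced cells for no effect and cells given 10 µM MG132 for full effect; MG132 reads +100%, hits lower the ratio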
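Cell line TMD8 (human ABC DLBCL), stably expressing tet-inducible CBG68-IkBa fusion and CBR; IMDM/0.5% FBS; cpd up to 46 uM; dox induction, 4 h, 37C/5% CO2; dual luminescence; green/red ratio; MG132 control.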
B2AR arrestin – qHTS assay of beta-arrestin-biased ligands of beta2-adrenergic receptor; Beta-2 adrenergic receptor (Homo sapiens), P07550; beta-arrestin recruitment to beta2AR, cell-based reporter; Potency, µM (highest dose often 46.1 µM), without a hit: at the top dose activation, hits mostly activators; 330,000 tested, 0.02% active; AID 492947, 2010;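 also: potency is read from the fitted curve at half-maximal effect; 0% = DMSO controls and full agonism = EC100 isoproterenol or metaproterenol; nearly all actives have a fitted effect of over 65% in size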
GALK inhibitor – qHTS Assay for Inhibitors of Human Galactokinase (GALK). P51570. Potency, µM (top dose mostly 57.5 µM), for inactives: top-dose activity change, negative = inhibition, most hits filed as inhibitors. 270,000 tested, 0.007% active. AID 1868, 2009. Purified GALK, Kinase-Glo residual ATP luminescence; also: potency is read from the fitted curve at half-maximal effect; % is scaled to controls: 0 for no effect and ±100 for the full control effect
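5 nM enzyme, 35 uM ATP, 100 uM galactose, 20 mM HEPES pH8.0, 5 mM MgCl2; 1 h RT; residual ATP by Kinase-Glo Plus luminescence, qHTS format.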
Integrin act MD – qHTS for Activators of Integrin-Mediated Alleviation for Muscular Dystrophy | alpha7betagal myoblasts, beta-gal FDG fluorescence, 48 h | Potency, µM (titrated, usually from 38.3 µM), for the others: at the highest dose activation, hits mostly activators | 350,000 tested, 0.064% active | AID 624291, 2012;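 also: potency is read from the fitted curve at half-maximal effect; 100% = response of the positive control SU9516; nearly all actives have a fitted effect of over 60% in size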
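Alpha7betagal+/- myoblasts (passage 13) were plated 16-24 hr, then exposed to compounds (1:260 dilution of DMSO stock) for 48 hours at 37C. After MPER lysis, β-galactosidase reporter activity was read as FDG fluorescence (ex 480/em 540) after 30 minutes.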
PTAP TSG101 blk – qHTS Assay for Iinhibitors of HIV-1 Budding by Blocking the Interaction of PTAP/TSG101. Tumor susceptibility gene 101 protein (Homo sapiens), Q99816. Fluorescence polarization, FITC-PTAP peptide / Tsg101 binding. Potency, µM (top dose mostly 115 µM), for the others: at the highest dose activity change, negative = inhibition, usual class: inhibitors. 340,000 tested, under 10 active; active = well fitted inhibition curve with a large enough effect in the main read-out, with a control signal flat, not every such curve was filed as active; inconclusive = small, poorly fitted or top-dose-only effect, or effect the other way, or a change in a side signal; inactive = no such curve, though single readings can be large or run the other way; also: potency is read from the fitted curve at half-maximal effect; % of control where 0% means no effect
Target sequence (Q99816 whole entry, looked up): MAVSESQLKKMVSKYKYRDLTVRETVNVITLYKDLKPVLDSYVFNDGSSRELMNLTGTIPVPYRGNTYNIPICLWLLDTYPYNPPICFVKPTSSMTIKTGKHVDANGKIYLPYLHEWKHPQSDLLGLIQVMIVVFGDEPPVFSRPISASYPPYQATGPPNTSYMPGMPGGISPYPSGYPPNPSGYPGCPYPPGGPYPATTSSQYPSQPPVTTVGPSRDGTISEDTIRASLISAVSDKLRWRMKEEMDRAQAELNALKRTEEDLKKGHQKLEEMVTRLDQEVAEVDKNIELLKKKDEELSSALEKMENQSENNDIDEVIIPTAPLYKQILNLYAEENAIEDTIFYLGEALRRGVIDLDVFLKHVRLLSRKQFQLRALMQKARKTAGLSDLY
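Compounds were pin-transferred onto Tsg101 binding domain (10 uM final) in HEPES pH 7.5 buffer, then FITC-PTAP peptide was added at 50 nM final. After 20 min at RT, polarization reported peptide displacement across a qHTS concentration series.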
FBPA coupling cs – qHTS Assay for Inhibitors of Fructose-1,6-bisphosphate Aldolase from Giardia Lamblia: Coupling assay counterscreen; AID 2472, 2010; 290,000 tested, 0.67% active; coupling enzyme system counterscreen, AmpLite Red fluorescence; activity change, negative = inhibition, % at 58.2 µM, hits read low; in the data active = activity change below about -30%; also: % is scaled to controls: 0 for no effect and ±100 for the full control effect
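Counterscreen of the coupled detection system alone, without aldolase: glyceraldehyde-3-phosphate coupling enzymes plus AmpLite Red readout. Compounds at 57.5 uM final, 10 min RT preincubation, 20 min RT reaction, fluorescence 525/598 nm.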
Giardia killer – Small Molecules that selectively kill Giardia lamblia: qHTS; Giardia lamblia trophozoite viability; activity change, % at 7.66 µM, hits read low; 340,000 tested, 0.15% active; in the data active = activity change below about -80%; inconclusive = between about -30% and that limit;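 also: parasites exposed to compound for two days anaerobically before the ATP read; % is scaled to controls: 0 for no effect and ±100 for the full control effect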
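Each well holds 100 Giardia trophozoites and compound. After two days (48 hrs) at 37 deg C in anaerobic conditions, ATP is quantified by luminescence.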
S-ASM inh – Inhibitors of Secretory Acid Sphingomyelinase (S-ASM): qHTS; Potency, µM (top dose mostly 57.5 µM), inactives show top-dose activity change, negative = inhibition, actives largely listed as inhibitors; 340,000 tested, 0.006% active; AID 504937, 2011; Sphingomyelin phosphodiesterase (Homo sapiens), P17405; placental ASM, HMU-PC fluorogenic substrate, 60 min; also: potency is read from the fitted curve at half-maximal effect
Target sequence (P17405 47-631 limits assumed): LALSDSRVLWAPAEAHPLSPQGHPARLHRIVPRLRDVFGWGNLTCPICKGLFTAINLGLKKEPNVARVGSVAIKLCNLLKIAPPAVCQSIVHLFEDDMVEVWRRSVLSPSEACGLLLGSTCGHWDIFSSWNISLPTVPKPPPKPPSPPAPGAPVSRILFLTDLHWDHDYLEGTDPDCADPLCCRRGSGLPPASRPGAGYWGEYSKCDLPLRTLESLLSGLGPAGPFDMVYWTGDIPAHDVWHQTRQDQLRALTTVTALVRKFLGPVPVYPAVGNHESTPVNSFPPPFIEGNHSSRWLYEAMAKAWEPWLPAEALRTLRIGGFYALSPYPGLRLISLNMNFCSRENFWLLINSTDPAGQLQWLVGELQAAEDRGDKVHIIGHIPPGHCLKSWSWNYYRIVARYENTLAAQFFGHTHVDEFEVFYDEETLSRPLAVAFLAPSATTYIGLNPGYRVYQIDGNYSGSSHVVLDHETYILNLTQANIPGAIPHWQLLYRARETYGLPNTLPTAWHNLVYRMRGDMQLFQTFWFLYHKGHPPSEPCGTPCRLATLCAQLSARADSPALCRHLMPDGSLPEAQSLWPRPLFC
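Fluorogenic HMU-PC substrate (9 uM final) is turned over by placental ASM in 60 min at 37 C after a 10 min compound preincubation. Reaction ended by alkaline stop (pH 10), with fluorescence read at 386/447 nm.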
* marks the source's active call; other numbers are inactive results; ? = inconclusive; . = not tested or not shown; [ ] = remark or other dose. Unless noted, calls follow the shape of the dose curve; as a rule, active = well fitted curve in the direction sought with a large enough effect; inconclusive = small, poorly fitted or top-dose-only effect, or another doubt; inactive = no such curve, though single readings can be large; an effect the other way counts as inactive or inconclusive. Not all compounds are listed; the hit share may differ from the screen's.

SMILES	PKM2 act	Tb PFK block	Menin-MLL TR inh	Chronic BCR inh	B2AR arrestin	GALK inhibitor	Integrin act MD	PTAP TSG101 blk	FBPA coupling cs	Giardia killer	S-ASM inh
Cc1ccc(CCN2CC(C(=O)NC3CCCC3)CC2=O)cc1 (centres undefined)	-1%	-4%	-10%	0%	-0.6%	-1%	-7%	-4%	0	-8	3%
Cc1nn(Cc2ccc(C(=O)n3cccn3)o2)c(C)c1Br	9%	1%	-6%	-1%	0.2%	-2%	23%	-2%	3	5	0%
CC(OC(=O)c1ccc(S(=O)(=O)NCc2ccco2)cc1)C(=O)Nc1ncc(Cl)cc1Cl (centres undefined)	-4%	2%	0%	-7%	0.3%	0%	-19%	-4%	8	-7	9%
Cc1nc(SCC(=O)NCc2ccco2)c2c3c(sc2n1)CCCC3	-2%	-11%	-16%	1%	0.0%	2%	-16%	-7%	5	2	-6%
O=c1nc(-c2ccccc2)cc(-c2ccccc2)[nH]1	-2%	5%	4%	8%	0.5%	4%	11%	-7%	3	-1	9%
COc1cccc(CNC(=O)CN2C(=O)COc3ccc(S(=O)(=O)N4CCCCCC4)cc32)c1	.	3%	.	0%	-0.1%	-6%	7%	-7%	.	-4	-3%
Cc1nn(-c2ccccc2)c(Cl)c1C(=O)OC(C)C(=O)Nc1ccc2c(c1)OCO2 (centres undefined)	0%	-2%	20%	1%	0.3%	-1%	11%	0%	-1	-6	-2%
CCOc1cc(C(=O)NC(C)C2CCCO2)cc(OCC)c1OCC (centres undefined)	2%	1%	-16%	0%	-0.1%	1%	-19%	0%	4	12	0%
COc1ccccc1C1=NOC(C)(c2nnc(Cc3ccccc3)o2)C1 (centres undefined)	.	-3%	.	-4%	0.3%	.	17%	-2%	.	14	8%
O=c1cc(O)sc2ccccc12	-3%	0%	1%	0%	-0.1%	2%	-2%	-5%	6	19	1%
Cc1ccc(NC(=O)CSc2cccc3cccnc23)c(C)c1	-1%	3%	-18%	?	?	-2%	-69%[inhibitor]	-4%	0	3	5%
CCOC(=O)Cn1nnnc1CN(Cc1cccs1)Cc1cc2cc(C)cc(C)c2[nH]c1=O	8%	4%	-7%	?	-1.7%	4%	-12%	-3%	-23	-2	-2%
N#CCSc1nc2ccccc2c(=O)n1CCCC(=O)NCC1CCCO1 (centres undefined)	-3%	-2%	-9%	3%	-0.6%	1%	-40%[inhibitor]	-4%	4	5	2%
COc1ccccc1C(=O)N/C(=C/c1ccc2c(c1)OCO2)C(=O)Nc1cccc(C(=O)O)c1	0%	4%	11%	6%	-0.4%	-2%	0%	-5%	6	-13	2%
CC(C)=C(NC(=O)c1ccccc1)C(N)=O	-1%	-3%	.	1%	-0.2%	3%	16%	-1%	-1	-10	9%
COC(=O)CCCC(=O)NC1CC(C)(C)Cc2c1cnn2-c1ccc(C)cc1 (centres undefined)	-2%[11.5 µM]	-1%	-4%	1%	-0.3%	0%	4%	-2%	3	-15	0%
O=C(Nc1nnc(-c2cccnc2)o1)c1cccc([N+](=O)[O-])c1	-1%	1%	6%	?	-0.1%	-3%	.	.	-2	.	.
Cc1cccc(C(=O)OCC(=O)NC(C)CCc2ccccc2)c1O (centres undefined)	.	21%	31%[activator]	-1%	-1.0%	-1%	20%	-1%	1	4	1%
COC1C(C)=C(C)C(=O)N1Cc1ccc(F)cc1 (centres undefined)	-1%	0%	-1%	8%	-4.0%	.	22%	3%	2	10	2%
CCn1c(CNc2ccc(OC)cc2)nnc1SCC(=O)N1CCCc2ccccc21	13%	1%	-17%	-1%	0.2%	5%	-6%	-4%	-28	7	-1%
COC(=O)COc1ccc(-c2ccccc2)cc1C=O	-7%	-5%	41%[activator]	?	-0.6%	-2%	29%	2%	-5	5	18%
COc1ccccc1C(=O)COC(=O)Cc1ccccc1F	.	0%	.	1%	3.0%	.	13%	-1%	.	-14	2%
CNC1(C)[C@H]2CC[C@H](C2)C1(C)C (some centres undefined)	.	7%	.	0%	-0.6%	.	.	0%	.	-14	0%
Cc1nnc(-c2cnn(-c3ccccc3)c2N)n1Cc1ccccc1	-5%	0%	-4%	-16%	-1.0%	1%	-8%	-3%	1	-8	-1%
CC(C)C[C@@H](CO)N1CCN(C)CCC1=O	1%	8%	-28%	1%	-0.6%	.	-1%	-9%	-3	-2	4%
Cn1c(C(N)=O)cnc1Sc1ncc(C(F)(F)F)cc1Cl	1%	-6%	-6%	-10%	-0.7%	1%	-6%	0%	4	19	0%
O=C(c1cccc(S(=O)(=O)N2CCCC2)c1)N1CCOCC1	.	-2%	.	0%	-0.3%	.	-1%	-1%	.	23	4%
COc1ccc(-n2nc(C(=O)NCC(=O)NCc3ccco3)c3ccccc3c2=O)cc1	-32%	5%	10%	3%	9.6%	0%	-11%	-1%	-2	-8	2%
O=C(c1cccs1)N1CCc2c([nH]c3ccccc23)C1c1ccc(Cl)cc1 (centres undefined)	-1%	1%	-23%	6%	-0.6%	1%	2%	0%	-4	-16	-10%
O=C(c1ccncc1)c1ccc(NC(=O)c2cccs2)cc1	4%	12%	?	-11%	-0.2%	-3%	-11%	0%	-4	-5	-2%
Cc1ccc(S(=O)(=O)Nc2cccc(C(=O)NCc3cccnc3)c2)cc1F	.	6%	.	2%	0.1%	.	-2%	-3%	.	-2	0%
CCN(CC)C(=O)[C@H]1C[C@H](CC(=O)NCc2ccc(OC)c(OC)c2)C(=O)N2CCc3c([nH]c4ccc(Cl)cc34)[C@]12C	.	1%	.	?	-0.9%	.	20%	-1%	.	-15	-14%
COc1ccc(N2CCN(CC(O)COCc3ccccc3)CC2)cc1 (centres undefined)	8%	-2%	?	-4%	-0.5%	-2%	0%	-6%	1	-11	-1%
CN(C)CC(O)CN1C(=O)NC(C)(C)C1=O (centres undefined)	-2%	1%	1%	-1%	-0.3%	5%	-23%	-10%	5	22	1%
COCC(=O)Nc1cc(Cl)c(OC)cc1OC	4%	-1%	-1%	4%	-0.8%	1%	17%	-1%	2	-7	1%
CCOC(=O)c1c(N)sc(C(N)=O)c1C	-2%	-10%	5%	-3%	0.1%	1%	11%	-6%	6	-6	1%
COc1cccc(CN2CC(C(=O)N(C)Cc3nc4ccc(F)cc4[nH]3)CCC2=O)c1 (centres undefined)	.	-13%	.	-4%	-0.2%	-1%	2%	0%	.	21	6%
COC(=O)N(NC(=O)C(O)(CCC(C)C)CCC(C)C)c1ccccc1	0%	0%	-3%	?	-0.4%	-1%	15%	14%	0	5	1%
CCCCOc1ccc(CSCCNC(=S)Nc2ccccc2)cc1	12%	-6%	17%	?	-0.7%	0%	-30%	-10%	0	-10	-13%
COC(=O)c1sc2ncccc2c1OCc1c(Cl)cccc1Cl	4%	2%	10%	-2%	-0.6%	-1%	16%	0%	0	1	2%
Cc1nc(NC(=O)CSc2nnc(Cn3nnc4ccccc43)n2C)sc1C	8%	0%	2%	0%	0.2%	2%	-6%	-1%	1	-4	4%
CCOC(=O)c1ccccc1NC(=O)CSc1nc2[nH]ncc2c(=O)[nH]1	.	6%	.	?	0.0%	.	4%	0%	.	1	3%
CC(C)Oc1ccc(OCCn2c(S(=O)(=O)O)nc3c(N)ncnc32)cc1	.	-1%	9%	?	0.4%	.	3%	-4%	8	-16	-1%
CC1(C)Cc2c(C#N)c(NCCCO)nc(-c3ccccc3)c2CO1	0%	-7%	-3%	15%	-0.5%	1%	-2%	-2%	8	2	.
CCOC(=O)c1cc(-c2ccccc2)n(CCC(=O)N2CCN(c3ccccc3OC)CC2)c1C	1%	-5%	-1%	-6%	0.1%	1%	1%	1%	1	-10	-6%
